Screening data (PubChem)
L3MBTL1 inh: blocks human L3MBTL1. Q9Y468. AlphaScreen L3MBTL1–H3K9me1 peptide binding. Potency, µM (highest dose often 57.1 µM), without a hit: top-dose activity, negative = inhibition, actives largely listed as inhibitors. 230,000 compounds, 0.66% hits. AID 485360; also: potency is read from the fitted curve at half-maximal effect; % is scaled to controls: 0 for no effect and ±100 for the full control effect; nearly all actives have a fitted effect of over 60% in size
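AlphaScreen proximity signal between nickel-chelate acceptor and streptavidin donor beads (final 10 ug/mL) reports binding of 50 nM L3MBTL1 to 75 nM biotin-H3 K9me1 peptide; complex incubated with compounds 30 min at room temperature; cefsulodin titration as control.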
HTT aggregate: inhibitors of mutant huntingtin aggregate formation in PC12 cells. AID 1688. PC12 HttQ103-GFP aggregates, Acumen cytometry, 40 h. 220,000 compounds, 1.1% hits. Potency, µM (doses to about 46.1 µM), inactives show top-dose activity change, negative = inhibition, hits mostly inhibitors; also: potency is read from the fitted curve at half-maximal effect; % is scaled to controls: 0 for no effect and ±100 for the full control effect; nearly all actives have a fitted effect of over 60% in size
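PC12/HTTQ103-GFP, ecdysone-inducible; teb 100 nM; cpd qHTS titration; GFP aggregates read on laser cytometer, Ex 488/Em 500-530 nm.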
NPSR antagonist: antagonists of human neuropeptide S receptor cAMP signaling | 220,000 compounds, 1% hits | Potency, µM (series often up to 38.3 µM), for inactives: at the highest dose activity change, negative = inhibition, actives largely listed as inhibitors | CHO-NPSR cells, cAMP TR-FRET, antagonist mode | Q6W5P4; also: potency is read from the fitted curve at half-maximal effect; % is scaled to controls: 0 for no effect and ±100 for the full control effect; nearly all actives have a fitted effect of over 50% in size; many of its hits are not listed in these tables
CBFb-RUNX1 inh: blocks binding between human CBF-beta and RUNX1 | Potency, µM (series often up to 59.8 µM), without a hit: at the top dose activity, negative = inhibition, actives largely listed as inhibitors | AID 1477 | 230,000 tested, under 10 active | AlphaScreen CBFb-His/RUNX1-biotin binding, biochemical; also: % of control where 0% means no effect
Target sequence (Q01196 whole entry, looked up): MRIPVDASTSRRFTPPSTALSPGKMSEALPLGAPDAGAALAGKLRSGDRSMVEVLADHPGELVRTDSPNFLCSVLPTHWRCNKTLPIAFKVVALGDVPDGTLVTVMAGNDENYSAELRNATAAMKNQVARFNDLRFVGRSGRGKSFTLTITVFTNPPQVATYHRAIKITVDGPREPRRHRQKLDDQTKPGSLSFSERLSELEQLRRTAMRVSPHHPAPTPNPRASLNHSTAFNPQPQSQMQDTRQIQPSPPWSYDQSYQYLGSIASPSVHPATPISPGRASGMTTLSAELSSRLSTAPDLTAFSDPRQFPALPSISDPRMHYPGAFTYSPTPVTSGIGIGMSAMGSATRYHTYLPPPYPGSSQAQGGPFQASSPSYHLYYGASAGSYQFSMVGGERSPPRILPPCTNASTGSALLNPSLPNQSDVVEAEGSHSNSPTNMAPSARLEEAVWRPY
Target sequence (Q13951 whole entry, looked up): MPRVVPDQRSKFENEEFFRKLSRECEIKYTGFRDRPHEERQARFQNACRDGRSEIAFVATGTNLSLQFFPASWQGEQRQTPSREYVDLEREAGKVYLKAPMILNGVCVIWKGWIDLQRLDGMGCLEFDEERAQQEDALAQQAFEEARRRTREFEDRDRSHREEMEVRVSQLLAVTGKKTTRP
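Compounds were screened at multiple concentrations against a preformed CBF-beta(His)/RUNX1(biotin) complex (30 nM of each) for 15 min at room temperature, followed by 90 min with nickel and streptavidin beads and AlphaScreen reading.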
Luc counter: blocks Kinase-Glo luciferase, a counter-screen artifact. Q27757. Kinase-Glo luciferase, ATP luminescence, 8 min. Potency, µM (highest dose often 38.3 µM), for the others: at the highest dose activity change, negative = inhibition, usual class: inhibitors. 200,000 compounds, 0.28% hits. AID 1379; also: potency is read from the fitted curve at half-maximal effect; % is scaled to controls: 0 for no effect and ±100 for the full control effect; nearly all actives have a fitted effect of over 60% in size
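Compound is pinned into ATP-containing buffer (10 uM ATP, imidazole pH 7.2, 7 mM MgCl2). Kinase-Glo luciferase reagent is then added. Light output is recorded following an 8-min room-temperature incubation.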
Epigenetic reg: derepresses silenced GFP reporter in murine cells. murine LDR cells, GFP reporter derepression, 30 h. Potency, µM (highest dose often 53.9 µM), for the others: top-dose GFP activation, hits mostly activators. 280,000 compounds, 0.2% hits; also: potency is read from the fitted curve at half-maximal effect; % of control where 0% means no effect; nearly all actives have a fitted effect of over 60% in size
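Readout is the number of GFP-expressing murine LDR cells, counted by cytometry following washing. Cells were treated with compound for 30 h at 37 C; the stably integrated CMV-GFP locus is normally silent.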
IMPase Li inh: cell-permeable IMPase inhibitors with lithium potentiation. CHO-M1 cells, IP1 TR-FRET (IP-One), carbachol + lithium. Potency, µM (doses to about 59.4 µM), for the others: at the highest dose activity, negative = IMPase inhibition, actives largely listed as inhibitors. 210,000 compounds, 0.35% hits. AID 1457;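 also: IP1 builds up when IMPase is blocked and the TR-FRET signal falls; potency is read from the fitted curve at half-maximal effect; plate controls were basal vehicle for no effect and high inhibitor control for full effect; nearly all actives have a fitted effect of over 50% in size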
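Lithium-sensitised IP1 accumulation assay; M1-expressing CHO cells treated 30 min at 37C with compound. Competitive antibody detection by time-resolved FRET followed a 10 min room-temperature lysis step.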
* marks the source's active call; other numbers are inactive results; u = inconclusive; x = no result given; [ ] = dose if it differs, or a comment. Calls follow the shape of the dose curve; as a rule, active = well fitted curve in the direction sought with a large enough effect; inconclusive = small, poorly fitted or top-dose-only effect, or another doubt; inactive = no such curve, though single readings can be large; an effect the other way counts as inactive or inconclusive. The list is partial; the hit share may differ from the screen's.

entry | Molecule | L3MBTL1 inh | IMPase Li inh | Epigenetic reg | HTT aggregate
1 | CCN1/C(=C/C=C/C=C/c2sc3ccccc3[n+]2CC)Sc2ccccc21 | u | -3.0% | -1.1% | 3.98µM*
2 | Cc1ccn2c(CN(C)CCn3nc(C)cc3C)c(C(=O)N3CCCCCC3)nc2c1 | 7.6% | 0.5% | -1.2% | 8.8%[9.22 µM]
3 | CCn1c(O)c(/C=N/N=C/c2ccccc2)c2ccc(C3=NNC(=O)CC3)cc21 | x | 27.2%[38.3 µM] | 1.0% | u
4 | O=C(N/N=C\c1ccc(F)cc1)c1cc(OCC(F)(F)F)ccc1OCC(F)(F)F | 3.3% | 10.7%[38.3 µM] | 0.0% | -8.2%
5 | O=C(CCN1C(=O)c2ccccc2C1=O)Nc1cccc(S(=O)(=O)N2CCCCC2)c1 | x | 37.4%[38.3 µM] | 4.3% | -6.3%
6 | COc1ccc(CNc2oc(C)nc2C#N)cc1 | -8.7% | -1.8% | -2.0% | -8.4%
7 | N#CC1=C(N)SC2(CCCCC2)SC1c1ccccc1 (stereo unspecified) | -4.8% | -3.3%[38.3 µM] | -3.3% | 14.6%
8 | C=C(C)Cn1c(=S)[nH]c2ccccc2c1=O | x | -10.5%[38.3 µM] | -0.7% | -5.4%
9 | Cc1ccc(OCCN2C(=O)C(=O)c3cccc(C)c32)cc1 | -14.1% | 9.9% | 3.5% | 1.1%[9.22 µM]
10 | O=C(CN1CCN(S(=O)(=O)c2ccc(Br)cc2)CC1)Nc1ccccc1C(=O)c1ccccc1 | 3.8% | 2.4% | 0.0% | -9.2%
11 | CCCCNC(=O)CCSc1ccc(C)cc1 | 3.5% | -2.1% | 0.0% | 6.8%
12 | CCOc1cccc2sc(NC(=O)CC)nc12 | x | 35.3%[38.3 µM] | -0.8% | -19.4%
13 | CCOc1cc(N2CCOCC2)c(OCC)cc1NC(=O)CN1CCCC(C)C1 (stereo unspecified) | -4.2% | -2.4% | -1.3% | 4.2%
14 | COCCn1c(SCC(=O)c2ccccc2)nc2ccccc2c1=O | 2.0% | 31.7%[activator] | 0.1% | 19.3%[9.22 µM]
15 | O=C(NC1CCCCC1)c1cc(-c2ccco2)on1 | 1.7% | x | -1.0% | -5.8%

entry | NPSR antagonist | Luc counter | CBFb-RUNX1 inh
1 | 7.94µM* | u | u
2 | -2.5% | x | 4.2%
3 | u | -4.1% | -0.9%
4 | -24.3%[46.1 µM] | -4.8% | 5.1%
5 | -19.5%[46.1 µM] | 0.2% | 4.2%
6 | 1.2%[46.1 µM] | -2.1% | 0.0%
7 | -5.6%[46.1 µM] | 2.4% | 2.3%
8 | -24.8%[46.1 µM] | -0.1% | 3.9%
9 | -3.2% | -0.2% | 4.4%
10 | -26.9% | -1.6% | 4.1%
11 | -5.8% | -1.1% | 4.1%
12 | 11.0%[46.1 µM] | -2.4% | -2.0%
13 | -4.5% | -0.7% | -3.0%
14 | 24.2% | -9.1% | 7.6%
15 | -6.0%[46.1 µM] | x | 0.1%

14 of these compounds in a different format.
nr | mol | L3MBTL1 inh | IMPase Li inh | Epigenetic reg | HTT aggregate | NPSR antagonist | Luc counter | CBFb-RUNX1 inh
1 | CCN1/C(=C/C=C/C=C/c2sc3ccccc3[n+]2CC)Sc2ccccc21 | u | -3.0% | -1.1% | 3.98µM* | 7.94µM* | u | u
2 | Cc1ccn2c(CN(C)CCn3nc(C)cc3C)c(C(=O)N3CCCCCC3)nc2c1 | 7.6% | 0.5% | -1.2% | 8.8%[9.22 µM] | -2.5% | x | 4.2%
3 | CCn1c(O)c(/C=N/N=C/c2ccccc2)c2ccc(C3=NNC(=O)CC3)cc21 | x | 27.2%[38.3 µM] | 1.0% | u | u | -4.1% | -0.9%
4 | O=C(N/N=C\c1ccc(F)cc1)c1cc(OCC(F)(F)F)ccc1OCC(F)(F)F | 3.3% | 10.7%[38.3 µM] | 0.0% | -8.2% | -24.3%[46.1 µM] | -4.8% | 5.1%
5 | O=C(CCN1C(=O)c2ccccc2C1=O)Nc1cccc(S(=O)(=O)N2CCCCC2)c1 | x | 37.4%[38.3 µM] | 4.3% | -6.3% | -19.5%[46.1 µM] | 0.2% | 4.2%
6 | COc1ccc(CNc2oc(C)nc2C#N)cc1 | -8.7% | -1.8% | -2.0% | -8.4% | 1.2%[46.1 µM] | -2.1% | 0.0%
7 | N#CC1=C(N)SC2(CCCCC2)SC1c1ccccc1 (stereo unspecified) | -4.8% | -3.3%[38.3 µM] | -3.3% | 14.6% | -5.6%[46.1 µM] | 2.4% | 2.3%
8 | C=C(C)Cn1c(=S)[nH]c2ccccc2c1=O | x | -10.5%[38.3 µM] | -0.7% | -5.4% | -24.8%[46.1 µM] | -0.1% | 3.9%
9 | Cc1ccc(OCCN2C(=O)C(=O)c3cccc(C)c32)cc1 | -14.1% | 9.9% | 3.5% | 1.1%[9.22 µM] | -3.2% | -0.2% | 4.4%
10 | O=C(CN1CCN(S(=O)(=O)c2ccc(Br)cc2)CC1)Nc1ccccc1C(=O)c1ccccc1 | 3.8% | 2.4% | 0.0% | -9.2% | -26.9% | -1.6% | 4.1%
11 | CCCCNC(=O)CCSc1ccc(C)cc1 | 3.5% | -2.1% | 0.0% | 6.8% | -5.8% | -1.1% | 4.1%
12 | CCOc1cccc2sc(NC(=O)CC)nc12 | x | 35.3%[38.3 µM] | -0.8% | -19.4% | 11.0%[46.1 µM] | -2.4% | -2.0%
13 | CCOc1cc(N2CCOCC2)c(OCC)cc1NC(=O)CN1CCCC(C)C1 (stereo unspecified) | -4.2% | -2.4% | -1.3% | 4.2% | -4.5% | -0.7% | -3.0%
14 | COCCn1c(SCC(=O)c2ccccc2)nc2ccccc2c1=O | 2.0% | 31.7%[activator] | 0.1% | 19.3%[9.22 µM] | 24.2% | -9.1% | 7.6%

Additional compounds follow.
entry | Molecule | L3MBTL1 inh | IMPase Li inh | Epigenetic reg | HTT aggregate
16 | COc1cc(CC(=O)Nc2ccccc2N2CCOCC2)cc(OC)c1OC | -27.7% | 17.4% | 0.0% | 2.3%
17 | Cc1ccc(Cn2ccc(NC(=O)c3cc(-c4cccs4)on3)n2)cc1 | 20.8%[11.4 µM] | 28.5%[38.3 µM] | -2.1% | 14.6%
18 | O=C(Cc1cn2ccsc2n1)OCc1ccccc1 | x | 15.9%[38.3 µM] | -1.0% | -10.1%
19 | COCc1[nH][nH]c(=O)c1C=NCC(=O)OC | 12.2% | -4.0% | 10.6% | 7.6%
20 | Clc1ccc(Cn2cnc3ccccc32)cc1 | 3.5% | 20.2% | -1.2% | u
21 | CC1CCc2sc(C(=O)OCC(=O)NC(C)C)cc2C1 (stereo unspecified) | x | -9.7% | -0.2% | 1.5%
22 | COc1cc2c(cc1OC)C(c1cccs1)N(C(=S)NC(C)C)CC2 (stereo unspecified) | -12.8% | 7.1% | -0.4% | 11.3%[9.22 µM]
23 | CCc1c(O)nc(SCC(=O)Nc2ccc(C)cc2)n(C2CCCCC2)c1=O | x | -7.6%[38.3 µM] | 0.6% | 11.2µM*
24 | CC(C)c1ccc2c(c1)C1(NN=C(c3ccccc3)S1)C(=O)N2 (stereo unspecified) | u | 16.1% | -2.0% | u
25 | CN1CCN(C(=O)C2=C[C@H](C(C)(C)C)C[C@H](OCCCCO)O2)CC1 | 11.7% | 2.2% | 0.4% | -5.0%[9.22 µM]
26 | Cc1nc2ccccn2c1C(=O)Nc1ccc2c(c1)OCCO2 | 1.2% | 4.9% | 0.2% | -3.1%
27 | COc1ccc(OCC(=O)Nn2c(-c3ccc(C)cc3)nc3ccccc3c2=O)cc1 | -2.3% | 7.7% | 0.0% | 4.7%

entry | NPSR antagonist | Luc counter | CBFb-RUNX1 inh
16 | -6.7% | -1.8% | 28.6%
17 | -17.5%[46.1 µM] | 0.2% | -1.4%
18 | 9.1%[46.1 µM] | -1.7% | 0.8%
19 | 0.0% | -0.6% | 10.2%
20 | 2.2% | -0.4% | 13.1%
21 | 9.7% | x | 4.1%
22 | -27.1% | 1.1% | -1.9%
23 | u | 2.5% | -1.4%
24 | -18.6%[46.1 µM] | -7.1% | -28.7%
25 | -14.8% | x | 20.9%
26 | 19.4%[46.1 µM] | -22.5% | 3.9%
27 | 7.4% | -6.9% | 1.3%
